ER stress rescue: rescue of cells from ER stress-induced death, primary screen, 384-well, CSM14.1, thapsigargin, ATP luminescence (AID 1222). CSM14.1 thapsigargin-induced death rescue, ATP luminescence; higher % means a stronger effect. cellular ATP content (survival), % at 20 µM, or EC50 in µM where a hit was titrated. 190,000 tested, under 10 active;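 active means EC50 below 50 µM in the dose-response confirmation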;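 further: death triggered by thapsigargin at about 15 µM added after 2 h compound pretreatment; cell ATP read after overnight thapsigargin exposure of roughly 18 to 22 hours; normalized against plate controls of thapsigargin alone and 5% DMSO vehicle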
Hep lipid drop: modulators of hepatic lipid droplet formation; AML12 mouse hepatocytes, oleate lipid droplets, BODIPY imaging; inhibition, % at 6.5 µM; 0.4% of 240,000 active;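 active means lipid droplet intensity inhibited by at least 50%, with more than 500 cells counted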
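Material – mouse AML12 hepatocyte cell line, fixed after treatment · Compound dosing – one dose, 6.5 µM compound · Times – compound with oleate, overnight · Measured by – Image-based BODIPY and DAPI two-channel analysis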
WT yeast gro inh: growth inhibition of WT yeast, mitochondrial fusion screen | mitochondrial fusion phenotypic screen, WT strain | inhibition, % at 10 µM | 2.1% of 190,000 active; in the data active means inhibition above about 58%; tested in S. cerevisiae
TNAP activation fold: human TNAP enzyme activators, primary screen, biochemical, luminescent, no phosphate acceptor, uHTS (AID 1001); purified TNAP, luminescent activation assay, no phosphate acceptor; higher activation fold means a stronger effect; one-dose activation fold at 20 µM; EC50 in µM for titrated hits; 0.03% of 200,000 active; in the data active means activation fold from about 3, or a potency from the dose series; inactive means the rest, 99 in 100 with activation fold below about 1.6; further: many of its hits are not listed in these tables
UTI89 phage lysis: protection from phage-mediated lysis, alamar blue read-out – E. coli UTI89, K1F phage, bacterial capsule biogenesis inhibitors (AID 488966) | E. coli UTI89 K1F phage lysis, alamar blue, 2 h; higher % means a stronger effect | inhibition, % at 100 µM, or IC50 in µM where a hit was titrated | 0.02% of 340,000 active;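 active means phage lysis inhibition, versus mean bacterial control, above a set limit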;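 further: capsule biogenesis inhibitors block K1F phage lysis so surviving cells raise fluorescence; higher fluorescence means more inhibition of phage lysis; actives were called in the ten point dose series up to 300 µM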
PMI inhibition: MPI inhibition at elevated mannose 6-phosphate – biochemical, fluorescence intensity, high mannose 6-phosphate, primary screen (AID 1220); recombinant PMI enzyme, coupled fluorescence intensity; higher % means a stronger effect; one-dose inhibition, % at 20 µM; IC50 in µM for titrated hits; 0.66% of 190,000 active
P. falciparum M1AAP: malaria alanyl aminopeptidase activity blockers – biochemical, fluorogenic H-Leu-NHMec substrate, 1536-well (AID 1445) | 0.42% of 220,000 active | recombinant M1AAP, H-Leu-NHMec fluorogenic kinetic assay; higher % means a stronger effect | inhibition, % at 30 µM; hits with a dose series show IC50 in µM;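 active means primary inhibition above the hit cutoff, then over 50% inhibition at one or more dose response concentrations, cut at about 23% in these data, passing the limit was not always enough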;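 further: plate controls were DMSO full reaction for no effect and no enzyme background for full effect; strong numbers were not always called active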
human PMI inhibition: inhibitors of human PMI, primary screen, biochemical, fluorescence intensity, coupled assay (AID 1209) | purified PMI enzyme, coupled fluorescence intensity; higher % means a stronger effect | inhibition, % at 20 µM; hits with a dose series show IC50 in µM | 0.42% of 190,000 active;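 further: plate controls were DMSO vehicle for no effect and wells lacking substrate for full effect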
Myeloid diff 2: myeloid differentiation induction | 1% of 360,000 active | ER-HoxA9 myeloid progenitors, lysozyme-GFP differentiation, flow cytometry | calls only at 10 µM;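 active means normalized GFP-positive differentiation at or above the plate's own cutoff, the solvent-only control mean plus 3 SD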;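 further: cells exposed to compound for four days before flow analysis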
WT yeast gro inh mutant strain: second read-out of WT yeast gro inh, no call of its own (marks repeat the call); inhibition, %; mitochondrial fusion phenotypic screen, mutant strain inhibition
Hep lipid drop cells 6.5 µM: also measured in Hep lipid drop; calls as there; cell count; measured here: cell count, cytotoxicity flag;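 cells counted across two imaged fields per well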
Myeloid diff 2 GFP+ MAC1+ %: further read-out of Myeloid diff 2, marked with its call; GFP+ MAC1+ double positive, %; measured here: differentiation confirmed by MAC1 staining
The depositor's hits bear a star; i = inactive; . = no result given; + = active, no number; [ ] = remark or other dose. Unless noted, no stated cut-off is given here; in the data, active means inhibition above about 50%; inactive means the rest.

SMILES,TNAP activation fold,ER stress rescue,PMI inhibition,WT yeast gro inh,WT yeast gro inh mutant strain,UTI89 phage lysis,P. falciparum M1AAP,Myeloid diff 2 GFP+ MAC1+ %,Hep lipid drop cells 6.5 µM,Hep lipid drop,Myeloid diff 2,human PMI inhibition
COc1ccc(NC(=O)C(C)SCc2ccccc2)cc1 (stereo unspecified),1,-2.0%,3%,11,3,-0.2%,-6%,1.2,648,25,i,4%
CC(C)OCCCN1C(=O)c2ccccc2C1C(=O)NC1CCCCC1 (stereo unspecified),1.1,0.3%,2%,14,7,-0.2%,1%,7.2,.,.,i,-1%
O=C(O)c1cccc(N2C(=O)CSC2c2c(F)cccc2Cl)c1 (stereo unspecified),1.1,-2.4%,-7%,-8,-7,0.5%,6%,0.8,720,-8,i,-7%
O=C(Nc1ccc(Cl)cn1)C1COc2ccccc2O1 (stereo unspecified),1.1,1.5%,.,1,0,-0.6%,5%,0.4,721,4,i,.
COc1cc(O)c(C(CCN2CCN(c3ccccc3)CC2)c2ccc3c(c2)OCO3)c(OC)c1 (stereo unspecified),.,.,.,.,.,1.1%,13%,2.3,673,-1,i,.
CCCC(=O)OCC(=O)Nc1cc(C(C)(C)C)nn1-c1ccccc1,1.1,1.0%,-5%,-9,8,2.8%,-2%,1.3,766,10,i,-6%
CC1CC(C)CN(CCCNC(=O)c2cc3c(=O)[nH]c4ccccc4c3n2C)C1 (stereo unspecified),1.1,-5.1%,-4%,-1,5,-0.7%,5%,0.4,703,-2,i,1%
Cc1cccc(Nc2nc(N3CCCCC3)nc(N3CCCCC3)n2)c1,1.1,-3.9%,8%,31,-1,6.7%,2%,7.0,752,8,i,6%
Cc1ccc(Nc2nc(C)nc3c2oc2ccccc23)cc1,.,.,.,.,.,-0.8%,2%,0.3,769,2,i,.
CC(C)(C)NC(=O)NC(=O)COC(=O)c1cccc(NS(=O)(=O)c2ccc(F)c(F)c2)c1,1,2.2%,9%,13,7,3.0%,4%,0.1,700,-3,i,20%
O=C(Cn1cccc1)N1CCN(C(c2ccccc2)c2ccccc2)CC1,1,-1.9%,-4%,-15,0,1.2%,15%,5.3,716,2,i,1%
CCCCC(=O)NC(=S)NNC(=O)c1ccc(Cl)cc1Cl,2.4,i,-28%,12,-6,0.4%,-18%,0.6,686,5,i,-12%
COc1ccc(C(=O)N2CCC(C(=O)Nc3ccc4c(c3)OCCO4)CC2)cc1,1.2,2.9%,-4%,25,10,3.5%,1%,0.9,.,.,i,-2%
O=C(Nc1cccc(NC(=O)C2CC2)n1)C1CC1,1.1,-2.9%,28%,-8,19,1.9%[50 µM],11%,0.9,621,-2,i,1%
CCOC(=O)N1CCN(C(=O)CSc2ccc3nnc(CCNC(=O)c4ccccc4)n3n2)CC1,1.1,1.2%,-1%,-8,6,0.0%,0%,0.7,755,11,i,-9%
CC(=O)c1cc2c(C)c(C(=O)c3ccccc3)oc2cc1O,1,0.7%,8%,1,15,4.6%,8%,0.4,639,4,i,14%
Cc1nc2ccccc2n1CC(O)Cn1c2ccccc2c2ccccc21 (stereo unspecified),1.1,0.7%,0%,19,18,12%,1%,3.6*,734,-1,+,8%
O=C(Cn1nnc(-c2cccc(C(F)(F)F)c2)n1)NC1CCCC1,1,-1.7%,-2%,7,-1,1.7%,-7%,0.5,.,.,i,-7%
NC(=O)c1ccsc1NC(=O)c1ccc(S(=O)(=O)N2CCCCC2)cc1,1.1,-0.3%,10%,18,2,-2.4%,20%,3.6,.,.,i,13%
CCn1c(C)nc2cc(C(=O)NNC(=O)Nc3ccc(Cl)c(Cl)c3)ccc21,1.2,-0.5%,-2%,7,5,.,7%,.,721,-2,.,2%
COc1ccc(CCNC(=S)NCCc2c[nH]c3ccccc23)cc1,1.1,-0.6%,9%,-6,7,0.6%,4%,0.7,670,-18,i,7%
Cc1ccc(N(C(=O)Cn2nnc(-c3ccc(F)cc3)n2)C(CC(C)C)C(=O)NCC2CCCO2)cc1 (stereo unspecified),1,-4.5%,11%,31,8,0.9%,2%,3.9,.,.,i,21%
Cc1nnc(-c2ccccc2)c[n+]1[O-],1.2,0.0%,-8%,1,3,-0.1%,-1%,0.2,.,.,i,-6%
COc1cc(-c2nnc(-c3ccc(S(=O)(=O)c4ccccc4)cc3)o2)cc(OC)c1OC,0.9,-1.0%,9%,-7,2,1.3%,0%,0.8,.,.,i,-12%
Cc1cc(C)n2nc(C(=O)Nc3ccc(S(=O)(=O)N4CCCCC4)cc3)nc2n1,1.1,3.8%,-2%,16,1,0.4%,3%,1.6,788,-2,i,2%
O=C(Nc1c(Cl)cccc1Cl)C1CCC1,1.2,2.9%,7%,26,-46,2.2%,2%,9.1,.,.,i,-4%
COc1cc2c(cc1OC)C(C)=NC1(CCCCC1)C2,.,.,.,.,.,0.1%,15%,0.6,646,-10,i,.
Cn1ccnc1C1CCCCN1Cc1nc(-c2ccc3c(c2)OCO3)no1 (stereo unspecified),1.1,-1.8%,-8%,3,-2,0.3%,-4%,0.2,741,-2,i,-1%
CN(CC(=O)Nc1ccc(F)cc1)C(=O)COc1ccc([N+](=O)[O-])cc1Cl,1,-0.2%,8%,4,12,0.0%,-1%,0.1,676,1,i,6%
CC(C)(C)NS(=O)(=O)c1ccc2nc(NC(=O)Cc3cccs3)sc2c1,1,-1.7%,6%,-11,0,2.3%,6%,1.1,667,-3,i,12%
COc1ccc(NC(=O)CSc2nnc(-c3ccccn3)n2N)cc1,1.1,-3.7%,4%,8,-2,0.2%,6%,0.8,.,.,i,-4%
CCOc1cc(-c2cc(-c3ccccc3)nc(N)c2C#N)ccc1O,1,-0.2%,6%,-8,-9,0.0%,7%,0.7,710,6,i,9%
O=C(COC(=O)c1cnc(Cl)c(Cl)c1)NCc1ccco1,1.1,1.2%,-32%,-12,2,1.0%,4%,1.2,709,-3,i,-26%
CC([NH2+][O-])C(C)(C)NO (stereo unspecified),1.1,-1.0%,-26%,-21,7,2.1%,3%,0.9,.,.,i,-19%
O=C(NCC1CCCO1)C1CCCN1C(=O)Nc1ccc(Cl)cc1 (stereo unspecified),1.1,-1.2%,-10%,-19,-4,0.1%,.,1.2,683,-21,i,-10%
COc1ccc(-n2cc(CNCc3cnc4ccccn34)c(-c3cccc(F)c3)n2)cc1,1,0.9%,10%,27,15,0.2%,6%,0.1,728,-2,i,9%
CC(=O)Nc1ccc(N2C(=O)CC(Sc3nc4ccccc4s3)C2=O)cc1 (stereo unspecified),1.1,-1.4%,-16%,3,10,0.2%,9%,0.4,729,-1,i,-7%
O=C(NCc1ccncc1)NC1CCCCC1,1,-1.3%,15%,22,7,0.0%,0%,0.5,615,-10,i,6%
CCC(C)(C(=O)NC1CCCC1)N(C)C(=O)Cc1c[nH]c2ccccc12 (stereo unspecified),1.1,-2.5%,-16%,2,7,0.3%,7%,0.8,762,-8,i,-13%
COC(=O)CCCCC1SCC(NC(=O)OC)C1NC(=O)OC (stereo unspecified),1.1,0.3%,4%,-15,3,-0.4%,2%,2.3,.,.,i,-8%
COc1ccccc1CNC(=O)C1CCN(S(C)(=O)=O)CC1,1.1,-2.0%,6%,5,10,1.7%,5%,0.7,699,-10,i,22%
CN(C)c1ccc(C(=O)n2nnc3ccccc32)cc1,1.1,-3.9%,-7%,16,10,0.7%,-4%,8.8,797,-3,i,-8%
CCc1ccc(-c2nc(CN3CCCC(C(=O)NCCc4ccc(OC)c(OC)c4)C3)c(C)o2)cc1 (stereo unspecified),1.1,5.6%,6%,6,14,-0.5%,-2%,0.5,.,.,i,0%
CC(NC(=O)C1CCCN(C(=O)N(C)C)C1)c1ccccc1 (stereo unspecified),1.1,1.5%,0%,-16,-2,8.2%,1%,1.6,830,18,i,-1%
O=C(COc1ccc2ccccc2c1Br)NCc1ccccn1,1,-1.1%,17%,37,16,0.5%,2%,0.4,657,2,i,11%
O=C(Cn1cc(/C=N/NC(=O)c2ccccc2Br)c2ccccc21)Nc1ccc(F)cc1,1.1,-2.7%,5%,0,-3,0.2%,7%,0.7,561,-1,i,6%
O=C(CSc1nnnn1-c1ccc(F)cc1)NCc1cccs1,1.1,1.2%,7%,-10,-11,0.1%,6%,0.5,659,14,i,10%
CCCCNC(=O)C1c2cc(OC)c(OC)cc2C(=O)N(C)C1c1ccc(OC)cc1 (stereo unspecified),1.1,-0.8%,5%,6,-5,0.4%,0%,1.2,780,2,i,8%
CN(C)c1nc(OCC(=O)NC(C)(C)C)nc(N(C)C)n1,1,3.1%,3%,15,5,1.1%,-1%,0.5,731,-7,i,6%
Cc1cccc(NC(=O)C2CCCN(C(=O)Nc3ccccc3)C2)c1C (stereo unspecified),1.1,3.9%,5%,-36,-15,-0.1%,4%,3.3,774,-11,i,5%
COc1cccc(C(=O)N(Cc2ccco2)Cc2cc3cccc(C)c3[nH]c2=O)c1,1,-0.5%,12%,-11,9,-0.2%,0%,1.0,.,.,i,13%
CC(=O)NCC(=O)N(c1ccccc1)C1(C(=O)NC2CCCCC2)CCCCC1,1.1,-0.7%,4%,-4,5,0.9%,18%,0.8,.,.,i,6%
CCOC(=O)CNC(=O)c1cnn2cccnc12,1,2.2%,4%,-4,-3,0.7%[50 µM],1%,1.6,506,-3,i,6%
COc1ccc2c(COC(=O)CNC(=O)C34CC5CC(CC(C5)C3)C4)cc(=O)oc2c1,0.9,-0.4%,1%,19,18,0.6%,4%,0.8,690,6,i,9%
CN(C(=O)c1ccc2c(=O)n3c(nc2c1)CCCCC3)c1ccccc1,1.1,-0.2%,-8%,-11,-2,0.1%,4%,1.2,714,-3,i,-10%

An excerpt from above in order of their number in human PMI inhibition, low to high.
Compound	TNAP activation fold	PMI inhibition	WT yeast gro inh mutant strain	P. falciparum M1AAP	Myeloid diff 2 GFP+ MAC1+ %	human PMI inhibition
CN(C)c1nc(OCC(=O)NC(C)(C)C)nc(N(C)C)n1	1	3%	5	-1%	0.5	6%
CCCCNC(=O)C1c2cc(OC)c(OC)cc2C(=O)N(C)C1c1ccc(OC)cc1 (stereo unspecified)	1.1	5%	-5	0%	1.2	8%
O=C(CSc1nnnn1-c1ccc(F)cc1)NCc1cccs1	1.1	7%	-11	6%	0.5	10%

Source: PubChem (several laboratories)
